# Compound activity from PubChem BioAssay.
# CFTR F508del cor: F508del CFTR correction, initial screen, CFBE line, single point. CFBE cells, YFP halide quenching; stimulated with forskolin plus potentiator P3; % fluorescence drop versus neutral controls. activity (quench increase), % at 7.58 µM. 350,000 compounds, 0.36% hits. AID 720511, 2013;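 active = mean added fluorescence quench of at least 8% versus neutral control, with both replicates also reaching 8%; inconclusive = only one of the mean or replicate conditions met; inactive = mean below 8% and not both replicates reaching 8%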;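 note: cells transiently co-express mutant CFTR-F508del with the halide-sensitive YFP; corrector assay measuring rescue of mutant channel to the surface after 24 h compound exposure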
# ERp5 block: inhibitors of ERp5-driven insulin aggregation, primary screen, biochemical, turbidity, absorbance 650 nm, single point | Protein disulfide-isomerase A6 (Homo sapiens), Q15084 | 90 min | inhibition, % at 9.99 µM | 350,000 compounds, 0.05% hits | AID 651711, 2012;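 active = mean replicate inhibition above about 25%, with every replicate also reaching it, limit read from the data, passing the limit was not always enough; inconclusive = only one of those two criteria met; inactive = neither criterion met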
# Target sequence (Q15084 whole entry, looked up): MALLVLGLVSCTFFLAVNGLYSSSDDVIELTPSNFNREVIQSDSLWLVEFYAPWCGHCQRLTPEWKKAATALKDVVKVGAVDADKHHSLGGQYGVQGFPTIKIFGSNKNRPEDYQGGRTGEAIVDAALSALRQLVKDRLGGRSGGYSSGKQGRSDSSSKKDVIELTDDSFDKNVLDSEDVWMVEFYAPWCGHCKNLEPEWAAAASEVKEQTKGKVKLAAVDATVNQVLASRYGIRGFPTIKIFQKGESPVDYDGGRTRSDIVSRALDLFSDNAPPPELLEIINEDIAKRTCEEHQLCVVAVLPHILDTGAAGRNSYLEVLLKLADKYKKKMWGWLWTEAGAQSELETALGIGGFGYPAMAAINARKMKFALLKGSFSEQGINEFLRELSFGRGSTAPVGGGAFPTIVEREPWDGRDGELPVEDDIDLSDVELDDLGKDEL
# DENV2 CPE: inhibitors of DENV2 cytopathic effect, primary screen, cell-based, plate reader, single concentration. DENV2-infected cells, cytopathic effect rescue. CPE inhibition, % at 9.99 µM. 350,000 compounds, 1.7% hits. AID 651640, 2012; in the data active = CPE inhibition above about 20%, passing the limit was not always enough; inconclusive = no clear call, values can overlap the other calls; tested in BHK-21 cells;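 note: 0% = median of neutral control wells and 100% = median of positive control wells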
# XiGFP reactiv: activators of inactive X chromosome reactivation, primary screen, imaging, XiGFP fibroblasts, GFP high-content imaging, set 2; XiGFP mouse fibroblasts, % GFP-positive cells imaging, 3 d; cells co-treated with 5-aza-dC sensitizer; scaled so ellipticine positive control = 100%; activation, % at 7.58 µM; 360,000 compounds, 0.055% hits;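 active = mean normalized replicate activation at least 10% and every replicate at or above 10%; inconclusive = only one of the two criteria met; inactive = mean below 10% and not all replicates reach 10%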;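 note: 0% = median of on-plate neutral control wells and 100% = ellipticine 6 µM median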
#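 Material: XiGFP fibroblasts, SV40-immortalized. Buffer or medium: DMEM plus 5-aza-dC sensitizer. Compound: single concentration per compound, delivered by pin transfer. Times: 3 days compound exposure. Controls: ellipticine 6 µM.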
# ARNT TACC3 PPI: disruptors of ARNT/TACC3 protein interaction, primary screen, biochemical, AlphaScreen, single concentration. 390,000 compounds, 0.66% hits. inhibition, % at 9.99 µM. AID 623870, 2012. AlphaScreen His-ARNT PAS-B/GST-TACC3 binding, luminescence; TACC3 fragment carries E629A point mutation;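 active = mean inhibition of replicates at least 50% and at least half of replicates each reaching 50%; inconclusive = half or more replicates reach 50% but mean below 50%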;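 note: 0% = complete ARNT plus TACC3 wells and 100% = ARNT alone without TACC3; many hits fall short of the cut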
# GSIS activator: GLuc luminescence reporter in INS-1E cells, primary screen for activators of glucose-dependent secretion of insulin; INS-1E GLuc reporter insulin secretion, 2-3 h; activation, % at 16.6 µM; 370,000 compounds, 0.61% hits; AID 743287, 2014;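 active = lowest replicate activation of at least 40%, so every replicate reaches that level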;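 note: 0% = median of neutral control wells and 100% = median of IBMX positive control wells; some compounds called inactive have numbers as strong as hits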
# EWS-Fli inh: EWS/Fli-driven NR0B1 reporter inhibitors, primary screen, A673 cells, NR0B1 luciferase, luminescence, MLPCN library; viability-normalised; inhibition, % at 12.6 µM; 350,000 compounds, 0.67% hits;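 active = mean inhibition of at least 50% after viability correction, with every replicate also passing that limit; inconclusive = mean reaches 50% but only one of two replicates passes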;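 note: firefly luciferase signal divided by Alamar Blue viability fluorescence both relative to DMSO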
# PAX8 inh HTS: inhibitors of PAX8-driven TPO luciferase reporter, primary screen, RMG-I cells, single concentration. SteadyGlo, 24 h. inhibition, % at 12.6 µM. 360,000 compounds, 1.2% hits. AID 652154, 2013;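 active = mean replicate inhibition at least 60% with every replicate also reaching 60%; inconclusive = only one of the two criteria is met; inactive = mean below 60% and not all replicates reaching 60%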;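 note: luciferase light reporting Pax8 driven TPO promoter activity; plate controls were median of neutral control wells for no effect and mitoxantrone controls for full effect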
# * = called active by the depositor; ? = inconclusive; . = no result given; & = joins results of further samples; ! = not active in a repeat.
SMILES,PAX8 inh HTS,GSIS activator,ERp5 block,CFTR F508del cor,EWS-Fli inh,XiGFP reactiv,DENV2 CPE,ARNT TACC3 PPI
Nc1nonc1-n1nnc(C(=O)N/N=C/c2cccc(F)c2)c1CN1CCCC1,-13,9,0,-3.1,-13,0.2,12,.
O=C(OCC(=O)N1CCN(C(=O)c2ccco2)CC1)c1cccc(O)c1,-24,-12,-3,-0.3,-1,-0.1,0,-2
O=C1CSCN1c1ccccc1,-30,.,1,-2.1,-14,.,9,.
O=C(COc1ccc(Cl)cc1Cl)Nc1ccc(S(=O)(=O)NC2=NCCCCC2)cc1,10,0,.,.,.,0.0,.,3
CC(=O)C1=C(c2ccccc2)NC(=O)NC1c1ccc(O)c(Cl)c1 (stereo not drawn),9,14,1,-0.2,9,0.1,-4,16
CC(C)N(Cc1c(O)ccc2c(=O)c(-c3ccc(Cl)cc3)coc12)C(C)C,-18,.,1,-4.8,-23,0.1,-6,18
COc1ccccc1CN1[C@H](CO)[C@@H]2c3ccccc3N(C(=O)C3CC3)C[C@@H]21,17,14,3,-2.8,7,0.0,-6,1
COc1ccc(CN2C(=O)NC(C)(c3ccc(C)cc3)C2=O)cc1F (stereo not drawn),4,15,4,3.0,5,-0.1,-10,-7
CO[C@@H]1CN(C)C(=O)c2cc(NC(=O)c3ccc(F)cc3)ccc2OC[C@@H](C)N(C(=O)c2ccc(F)cc2)C[C@@H]1C,8,-6,3,-1.4,-1,0.0,-2,-3
CN(C(=O)CCc1ccccc1)c1nnc(-c2ccncc2)s1,3,3,2,1.4,2,0.1,-4,5
Cc1oc(-c2ccccc2F)nc1CS(=O)CC(=O)NC1CCCC1 (stereo not drawn),9,-6,5,-0.3,.,0.4,?,-5
O=C(C[C@@H]1CC[C@H]2[C@@H](COC[C@@H](O)CN2Cc2cc(F)cc(F)c2)O1)NCc1cccc(F)c1,12,-15,-2,-3.7,2,0.2,-12,1
O=c1c2ccccc2n2c(=S)[nH]nc2n1-c1ccccc1,-2,3,2,-0.7,11,0.3,5,1
COc1cccc(S(=O)(=O)Nc2ccc3c(c2)[C@H]2C[C@@H](CC(=O)N4CCCCC4)O[C@@H](CO)[C@H]2O3)c1,-30,-3,2,-1.7,-1,-0.1,5,0
Cc1ccc(S(=O)(=O)N[C@H]2CC[C@@H](CCNC(=O)c3ccccc3F)O[C@@H]2CO)cc1,3,-10,6,4.5,-7,0.2,1,0
COC(=O)C1=C(C)N(Cc2ccccc2)C(=O)N[C@H]1c1cccc(F)c1,-13,-11,-4,1.0,-4,0.1,3,8
Cn1c(SCC(=O)O)nnc1-c1ccc2ncccc2c1,13,.,5,-0.2,9,0.0,11,.
CCSc1nc2sc3c(c2c(=O)[nH]1)CCc1ccccc1-3,11,-4,2,-1.9,3,0.0,-16,-7
COc1ccc(NC(=O)C/C(C)=N/NC(=O)C(=O)Nc2cccc(Cl)c2C)c(OC)c1,-24,-10,4,-4.5,-1,0.0,1,-1
C[C@@H]1C=C(C(=O)N2CCN(C)CC2)O[C@H](OCc2ccc(CO)cc2)C1,-1&-10,.,4&1,3.4&-0.1,1&-1,0.0,-9&3,-4
COc1cccc(N2CCN(S(=O)(=O)c3ccc(-c4coc(C)n4)cc3)CC2)c1,20,-4,1,0.8,.,0.1,8,-1
Cc1nc([N+](=O)[O-])c(NCCO)n1Cc1ccccc1,-5,-4,-4,-0.3,7,0.1,-3,0
C[C@@H]1CN([C@@H](C)CO)C(=O)Cc2cc(NS(=O)(=O)c3ccc(F)cc3)ccc2O[C@@H]1CN(C)CC1CC1,-10,16,-7,-2.2,1,0.4,4,2
CCS(=O)(=O)NCC(c1cccnc1)N1CCN(c2ccccc2)CC1 (stereo not drawn),4,.,3,1.8,-7,1.0,1,.
O=[N+]([O-])c1ccc(N/N=C2\CC3CC=CC23)c([N+](=O)[O-])c1 (stereo not drawn),24,-10,1,-1.4,-5,0.2,3,18
Cn1cc(C(=O)NCCc2ccccc2)c(=O)c2cc(S(=O)(=O)N3CCOCC3)ccc21,-3,6,4,-4.7,8,0.0,-6,5
CC(=O)C1CCC2C3CCC4CC(=O)CCC4(C)C3C=CC12C (stereo not drawn),11,.,-3,0.8,11,-0.1,6,1
COc1ccc(-c2nc(N)sc2C2(O)C(=O)Nc3c(Br)cc(F)cc32)cc1OC (stereo not drawn),6,13,3,2.6,-4,0.0,3,-11
C[C@H](CO)N1C[C@H](C)[C@H](CN(C)C(=O)Nc2ccccc2)Oc2ncc(C#CCN(C)C)cc2C1=O,.,-15,-1,1.1,-6,0.7,16,-3
C[C@@H]1CN([C@H](C)CO)S(=O)(=O)c2ccc(C#Cc3ccccc3)cc2O[C@@H]1CN(C)C(=O)CN(C)C,-8,60&28,5&3&4,1.4&-0.7&-3.4,-4&8&7,0.1&-0.3,40*!,8&10
O=C(C[C@H]1C=C[C@@H](NS(=O)(=O)c2ccccc2)[C@@H](CO)O1)N1CCN(c2ccccc2)CC1,4,-2,2,-2.1,-9,0.1,-11,.
O=C(Cc1ccc(Cl)cc1)NC1CCCN(Cc2ccccc2F)C1 (stereo not drawn),-3,-21,-1,-0.7,14,0.0,-2,5
NNC(=O)CN1C(=O)C2(OCCO2)c2ccccc21,-5,-4,-2,0.6,-10,0.7,-4,.
N/C(=N\OC(=O)c1cccs1)c1ccc(Cl)cc1,-122,20,5,-2.5,-115,0.0,10,.
O=C(COc1ccc2c3c(c(=O)oc2c1)CCC3)NC1CCCCC1,.,-1,3,-1.5,2,.,2,-15
CC(NCC(=O)Nc1ccccc1C(=O)NC1CC1)c1ccccc1Cl (stereo not drawn),5,-6,1,-1.5,-5,0.5,-5,1
COc1ccc(S(=O)(=O)NC(C)CCc2ccccc2)cc1 (stereo not drawn),4,-21,-1,-0.1,-3,0.0,0,.
O=[N+]([O-])c1cccc(-c2c[n+]3c(n2-c2ccccc2)SCC3)c1,10,-1,-4,-3.1,17,0.7,-5,-3
C[C@H](CO)N1C[C@H](C)[C@H](CN(C)S(=O)(=O)c2cccs2)Oc2ccc(NS(C)(=O)=O)cc2CC1=O,-1,9,-2,1.5,2,-0.6,5,4
CCOc1cccc(CN2CCCC(CNC(=O)c3cccc(OC)c3OC)C2)c1 (stereo not drawn),-6,-2,5,0.3,13,0.0,-5,2
COc1ccc2c3c(n(C)c2c1)[C@H](CO)N(CC1CC1)CC31CN(C(=O)Nc2ccc(F)cc2F)C1,.,-10,6,-1.4,-3,0.1,16,.
O=C(COC(=O)c1ccccc1O)NCc1ccco1,-12,.,-2,-0.8,-7,-0.2,?,-16
O=C(COC(=O)c1ncc(Cl)c(Cl)c1Cl)NC(=O)c1ccccc1,1,15,.,-0.9,-2,-0.7,.,18
Cc1ccc(NC(=O)CCC(=O)c2ccccc2)cc1,-41,-18,5,-4.2,5,0.0,3,1
CC(NC(=O)CN(c1ccc(Br)cc1)S(C)(=O)=O)c1ccccc1 (stereo not drawn),9,.,11,-1.3,-4,0.1,2,-3
C=CCC[C@H](Cc1ccc(F)cc1)C(=O)OC[C@@H](Cc1c[nH]c2ccccc12)NC(=O)[C@H](CC=C)CC(=O)N(CCO)Cc1ccccc1,77*,-55,7,-0.2,6,0.2,-5,.
C[C@H](CO)N1C[C@H](C)[C@@H](CN(C)Cc2cccnc2)Oc2cc(-c3ccncc3)ccc2S1(=O)=O,.,-15,6,-0.1,0,-1.2,-13,-2
CCCC(=O)Nc1ccc2c(c1)C(=O)N(C)C[C@H](OC)[C@@H](C)CN(C(=O)C1CCCC1)[C@H](C)CO2,-7,2,4,1.5,-11,0.5,35*,-5
Cc1ccc(C(=O)Nc2ccc(C)c(S(=O)(=O)Nc3ccccc3Cl)c2)s1,31,-19,-10,2.1,1,0.0,-6,6
CC=Cc1ccc2n(c1=O)C[C@H]1[C@H](CO)[C@@H](C(=O)NCC)N(C(=O)C3CCOCC3)[C@@H]21 (mixture of isomers),.,3,.,-1.4,0,0.6,-2,19

# (more compounds)
SMILES,PAX8 inh HTS,GSIS activator,ERp5 block,CFTR F508del cor,EWS-Fli inh,XiGFP reactiv,DENV2 CPE,ARNT TACC3 PPI
CCCNC(=O)N1CC2(C1)[C@@H](c1ccccc1)[C@@H](CO)N2CC1CC1,.,-15,-1,1.6,1,0.0,-2,.
CC1=C(C(=O)OCc2ccccc2)C(c2ccccc2OS(=O)(=O)c2ccc([N+](=O)[O-])cc2)NC(=O)N1CCCC(=O)O (stereo not drawn),14,-5,-5,1.3,2,0.3,?,.
C[C@@H]1CN([C@H](C)CO)C(=O)c2cc(NC(=O)Nc3ccc(F)cc3)ccc2O[C@@H]1CN(C)Cc1ccc(C(=O)Nc2ccccc2N)cc1,.,-1,-9,1.4,50,0.1,-4,2
COCC(=O)N1CCC(Oc2ccc(C(=O)N(C)C(C)c3ccon3)cc2)CC1 (stereo not drawn),.,-7,0,0.5,-3,0.0,-8,-1
C[C@@H]1CN([C@H](C)CO)C(=O)c2cc(C#CCN(C)C)cnc2O[C@H]1CN(C)C(=O)c1ccc(F)cc1,.,8,-1,-1.2,-11,-1.3,-1,8
COc1cccc(C(=O)c2cc3ccc(O)cc3oc2=O)c1,.,1,0,-1.7,-10,.,.,-9
O=C(N/N=C/c1ccc(Cl)cc1)c1cc(-c2cccnc2)nc2ccccc12,13,-1,0,4.3,52*,0.0,-7,-11
COc1ccc(-c2ccccc2[C@H]2[C@@H](C#N)N(C(=O)NC3CCCC3)[C@H]2CO)cc1,.,-24,7,0.9,5,0.3,?,.
COc1cc(CNc2ccc3[nH]c(=O)[nH]c3c2)cc(Br)c1OCc1ccc(F)cc1,12,-3,5,1.2,1,2.2,7,0
COCc1c(C(=O)OCC(=O)NCc2ccco2)oc2ccccc12,16,-8,-3,-0.6,3,0.1,3,-2
CC(=O)NCCNC(=O)C1(C)Cc2c(-c3cccc(NC(C)=O)c3)ccnc2O1 (stereo not drawn),6,-2,8,-1.5,-19,0.1,10,.
O=C1COc2ccc(C(=O)CSc3nnc(Cc4ccccc4)o3)cc2N1,-6,-19,-5,2.4,2,0.0,-1,.
CCOc1cccc(-c2c(C(=O)N/N=C/c3ccsc3)nnn2-c2nonc2N)c1,-12,-12,1,-2.1,-5,0.1,2,3
C[N+](C)(C)CCNC(=O)c1cc[n+](Cc2ccccc2)c(/C=N/O)c1,19,13,0,0.9,3,0.0,4,4
COc1cc(C(=O)N2CCN(C)CC2)cc(OC)c1OC,9,19,3,3.2,0,0.3,1,-7
